# Bioassay records as filed in PubChem.
# KCNH2 3.1 block: qHTS for Inhibitors of KCHN2 3.1: Mutant qHTS | U2OS KCNH2 3.1, thallium flux FluxOr; active compounds read low | hit rate 0.95% among 340,000 | activity change, % (tested at about 1.8 µM) | Potassium voltage-gated channel subfamily H member 2, brain isoform KCNH2 3.1 (human);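 active = maximum activity change below -70%; inconclusive = maximum activity change from -70% to -50%; inactive = maximum activity change above -50%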;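 also: thallium influx rate constant from kinetic fluorescence after stimulation buffer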
#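 Steps: virus added to U2OS suspension (4 h, RT, dark); medium with 10% FBS added, cells plated, 37 C overnight; FluxOr/Red40 loading buffer 45 min RT; stimulation buffer, 2 min kinetic read; rate constant normalized.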
# * hit, by the source's call; ? = inconclusive; & = joins results of further samples. % is scaled to controls: 0 for no effect and ±100 for the full control effect. An excerpt; rates above refer to the full screens.
# Start of the data: the first 15 entries, to show the layout:
SMILES,KCNH2 3.1 block
Cc1ccc(-n2cnc3c(=O)[nH]cnc32)cc1,16
Cc1ccc(S(=O)(=O)N2CCOCC2)cc1NC(=O)CSc1nnnn1C1CC1,-3
Cc1ccc(C2=NOC(C)(c3nnc(Cc4ccccc4)o3)C2)cc1 (configuration not stated),-10
Cc1n[nH]c2ccc(Br)cc2c1=O,2
CC1CCN(c2c(NCc3ccc(C(=O)NCC4COc5ccccc5O4)cc3)c(=O)c2=O)CC1 (configuration not stated),1
Cc1cc(C)n2nc(SCC(=O)NC3(C#N)CCCCC3)nc2n1,-2
CC1=C(c2ccccc2)CCC1=O,-10
O=C(Nc1ccc(C(=O)N2CCCC2)cc1)C1CC1,-7
Nc1ccc(S(=O)(=O)c2cc(O)c3ccccc3c2O)cc1,10
Cc1c(NC(=O)c2noc3c2CCc2ccccc2-3)c(=O)n(-c2ccccc2)n1C,-21
O=C(O)c1sccc1S(=O)(=O)N1CCCCC1,-11
COc1cc(N(C(C)=O)c2ccc(O)c(C(=O)O)c2)c2ncccc2c1,-4
COc1ccc(NC(=O)Nc2ccc3c(c2)C(=O)N([C@H](C)CO)C[C@H](C)[C@@H](CN(C)Cc2ccc(Cl)c(Cl)c2)OCCCC[C@@H](C)O3)cc1,6
COc1ccc(C=NNC(=O)CCCCC(=O)NN=Cc2ccc(OC)cc2)cc1,-6
C#CCOCCOCCOCCNc1nc(N2CCOCC2)nc(N2CCN(C(=O)[C@H](Cc3ccc(O)cc3)n3cc(CCO)nn3)CC2)n1,1

# This part in full, from the start:
SMILES,KCNH2 3.1 block
Cc1ccc(-n2cnc3c(=O)[nH]cnc32)cc1,16
Cc1ccc(S(=O)(=O)N2CCOCC2)cc1NC(=O)CSc1nnnn1C1CC1,-3
Cc1ccc(C2=NOC(C)(c3nnc(Cc4ccccc4)o3)C2)cc1 (configuration not stated),-10
Cc1n[nH]c2ccc(Br)cc2c1=O,2
CC1CCN(c2c(NCc3ccc(C(=O)NCC4COc5ccccc5O4)cc3)c(=O)c2=O)CC1 (configuration not stated),1
Cc1cc(C)n2nc(SCC(=O)NC3(C#N)CCCCC3)nc2n1,-2
CC1=C(c2ccccc2)CCC1=O,-10
O=C(Nc1ccc(C(=O)N2CCCC2)cc1)C1CC1,-7
Nc1ccc(S(=O)(=O)c2cc(O)c3ccccc3c2O)cc1,10
Cc1c(NC(=O)c2noc3c2CCc2ccccc2-3)c(=O)n(-c2ccccc2)n1C,-21
O=C(O)c1sccc1S(=O)(=O)N1CCCCC1,-11
COc1cc(N(C(C)=O)c2ccc(O)c(C(=O)O)c2)c2ncccc2c1,-4
COc1ccc(NC(=O)Nc2ccc3c(c2)C(=O)N([C@H](C)CO)C[C@H](C)[C@@H](CN(C)Cc2ccc(Cl)c(Cl)c2)OCCCC[C@@H](C)O3)cc1,6
COc1ccc(C=NNC(=O)CCCCC(=O)NN=Cc2ccc(OC)cc2)cc1,-6
C#CCOCCOCCOCCNc1nc(N2CCOCC2)nc(N2CCN(C(=O)[C@H](Cc3ccc(O)cc3)n3cc(CCO)nn3)CC2)n1,1
N#Cc1ccccc1OCc1cn(CC(=O)c2ccc(O)cc2)nn1,-14
CC(C)(C)OC[C@H](NC(=O)c1[nH]cnc1C(=O)Nc1ccccc1F)C(=O)OC(C)(C)C,-10
Cc1cc(OCC(=O)Nc2nccs2)c2c(C)c(C)c(=O)oc2c1,-9
Cc1nc(Cl)sc1C(=O)Nc1cccc(C(F)(F)F)c1,-5
CC1=C(C(=O)OCc2ccccc2)C(c2ccccc2OS(=O)(=O)c2ccccc2[N+](=O)[O-])NC(=O)N1CCCC(=O)O (configuration not stated),-12
CCCn1c(=S)[nH]c2cc(C(=O)N3CCN(C)CC3)ccc2c1=O,-3
CCCCN1CC(COCc2ccccc2)Oc2cccc(Oc3ccc(F)cc3)c2S1(=O)=O (configuration not stated),-21
COc1cc(NC(=O)COc2ccc([N+](=O)[O-])cc2)ccc1NC(=O)c1ccco1,-4
COc1ccc(N/C(N)=N/c2nc(C)cc(C)n2)cc1,-15
O=c1cc(C2CCCCC2)[nH]c(=O)[nH]1,5
COc1cc2ccc(C(C)=NNC(N)=S)cc2cc1OC,15
COc1ccc(CCc2ccc3ccccc3n2)cc1,4
CC1(c2ccc(F)cc2)OC(=O)c2c1ccc1ccccc21 (configuration not stated),6
N#CCC(=O)Nc1ccc(C(=O)OCC(=O)Nc2cccc3ccccc23)cc1,-4
CC(=O)Nc1ccc2cnn(C(C)=O)c2c1,-9
COc1cc2c(cc1OC)C(c1cc(Br)ccc1O)N(C(C)=O)CC2 (configuration not stated),5
O=C(c1ccco1)N1N=C(c2ccccc2O)CC1c1cccs1 (configuration not stated),-10
CN(C)CCOC1c2ccccc2C=Cc2ccccc21,-2
CCOc1ccc(NC(=O)CN(C)C(=O)c2cc([N+](=O)[O-])ccc2Sc2ccccc2)cc1OCC,-20
O=c1[nH]c(=O)c2cc3ccccc3nc2[nH]1,8
O=C(c1ccc(COc2ccc3c(c2)CCC3)o1)N1CCN(c2ccccc2)CC1,-2
CCCCn1c(N)c(N(CC(C)C)C(=O)c2cccc(S(=O)(=O)N(CC)c3ccccc3)c2)c(=O)[nH]c1=O,-3
O=S1(=O)CCN(C2CCCCCCC2)CC1,0
COCCNC(=S)Nc1ccc(N2CCOCC2)c(S(=O)(=O)Nc2ccc(Cl)cc2)c1,-2
O=C(O)/C=C/c1ccc(Cn2ccnc2)cc1,-7&-2
Cc1ccccc1NC(=O)c1cccc(NC(=O)c2c(C(=O)O)cccc2[N+](=O)[O-])c1,2
C[C@@H]1CN([C@@H](C)CO)C(=O)CCCn2nncc2CO[C@@H]1CN(C)C(=O)Nc1ccccc1C(F)(F)F,-16
CCC(Sc1nc2ccsc2c(=O)n1Cc1ccc(C(=O)O)cc1)C(=O)Nc1cccc(OC)c1 (configuration not stated),5
CC(C)N1CCOC1c1ccccc1 (configuration not stated),-11
CCCOc1c(Br)cc(C(=O)OCc2cc(=O)n3ccsc3n2)cc1OC,8

# The list goes on; it opens with the 2 that closed the last part.
SMILES,KCNH2 3.1 block
CC(C)N1CCOC1c1ccccc1 (configuration not stated),-11
CCCOc1c(Br)cc(C(=O)OCc2cc(=O)n3ccsc3n2)cc1OC,8
C=CCC(NCc1ccccc1)c1ccc(C)o1 (configuration not stated),21
Cc1ccc(C)c(NC(=S)NCCc2ccc(S(N)(=O)=O)cc2)c1,-9
CC(C)C1C(=O)N(Cc2cn(CCC3OCCCO3)nn2)CCS(=O)(=O)N1Cc1ccc(-c2ccncc2)cc1 (configuration not stated),16
CC1=NN(c2ccccc2)C(=O)/C1=C/c1ccc(-c2ccc(C)c(C(=O)O)c2)o1,-4
Cc1nc(N)[nH]c(=O)c1CCCNc1ccc(CCC2(CCl)OCCO2)cc1,4
CCc1ccccc1Nc1nc2ccccc2[nH]1,-22
CCOC(=O)Nc1cc(NC(=O)OCC)ncn1,2
C(CCCN1CCCCC1)CCN1CCCCC1,-7
COc1ccccc1-c1cnc2c(c1)C(=O)N([C@@H](C)CO)C[C@H](C)[C@H](CN(C)C)O2,-5
c1ccc(C2=NC(c3ccccc3)CC2)cc1 (configuration not stated),3
CC(=O)Nc1ccc(S(=O)(=O)N2CN(c3ccc(C)cc3)c3nc4ccccc4nc32)cc1,0
Cc1ccc(NC(=O)C2(c3ccccc3)CCCC2)nc1,-8
COc1ccc(NC(=O)Nc2cc(C)ccn2)cc1,-9
CN(C)c1nc(NNC(=O)c2ccccc2)nc(N(C)C)n1,-10
CC(C)(C)OC(=O)N(CCc1ccccc1)Cc1cccc(OCc2cccc(NC(=O)/C=C/c3ccccc3)c2)c1,9
COc1cccc(N=CNc2cccc(OC)c2)c1,3
COc1ccc2c(c1)c(C(C)=O)c(C)n2-c1ccccc1OC,2
C[C@@H]1CN([C@H](C)CO)C(=O)CCCn2cc(nn2)CO[C@H]1CN(C)S(=O)(=O)c1ccc(-c2ccccc2)cc1,4
O=S(=O)(Nc1ncccn1)c1ccc(NC(=S)N2CCN(c3cccc(C(F)(F)F)c3)CC2)cc1,9
Cc1ccc(C(=O)OCC(=O)Nc2cc(Cl)ccc2C#N)o1,-4
COc1cccc(N2CCN(C(=O)c3cccc(NC(=O)C4=C(C)OCCS4)c3)CC2)c1,0
N#CCCN(C(=O)Nc1ccccc1)C1CCCCC1,-6
CCCCCCCC1=NN(c2ccc(S(=O)(=O)O)cc2)C(=O)C1N=O (configuration not stated),-3
CC(=O)S[C@@H]1CC2=CC(=O)CC[C@]2(C)[C@H]2CC[C@@]3(C)[C@@H](CC[C@@]34CCC(=O)O4)[C@H]12,6
Cc1ccc(S(=O)(=O)N2CCOCC2)cc1NC(=O)CSc1nnc(COc2ccccc2F)n1N,5
CCCC1NC(=O)c2cccnc2-n2c1nc1ccc(Br)cc1c2=O (configuration not stated),-6
O=C1C2C3C=CC(C3)C2S(=O)(=O)C2C3C=CC(C3)C12 (configuration not stated),-1
CC(O)CNc1nc(N)[nH]c(=O)c1N=Nc1ccccc1 (configuration not stated),3
Cn1nnc(NC(=S)NC(=O)c2ccc3ccccc3c2)n1,13
COc1cccc(CNC(=O)COC(=O)c2ccc(N3CCCC3=O)cc2)c1,2
CCOc1ccc(N/C=C\C(=O)c2ccc3c(c2)OCO3)cc1,?
COc1ccc(CC(=O)OCC(=O)N2c3ccccc3CC2C)cc1OC (configuration not stated),3
O=C1C[C@@H]2c3c(cccc3CN1Cc1ccccc1Cl)C[C@@H](O)[C@H]2O,-6
Cc1ccc(NCc2cccc(B(O)O)c2)cc1,2
CCc1cc(-c2cnnn2Cc2ccccc2)ccc1-c1cn(CC(C)C)nn1,-24
O=S1(=O)CCN(CCCc2ccccc2)CC1,-3
CC(=O)Nc1cc(C(F)(F)F)ccc1OCCOc1ccccc1,4
O=C(Nc1cccc(Cl)c1)c1nc[nH]c1C(=O)Nc1ccccc1F,19
CC(=O)Nc1ccc(S(=O)(=O)NN=c2sc3ccccc3n2C)cc1N,2
COc1ccccc1C(=O)N/N=C(\C)c1cccnc1,-3
CCC1(OC(=O)CN(C)C)C(=O)OCc2c1cc1n(c2=O)Cc2cc3c(N)cccc3nc2-1 (configuration not stated),19
CC(CCN1CCC(CN2C(=O)C(=O)NC[C@@H]2Cc2ccccc2)CC1)c1ccccc1 (some centres not stated),?
CCCCCCN1C[C@@H](O)[C@H](n2cc(-c3ccc(F)cc3)nn2)C[C@@H]1c1ccc(C)cc1,?
CCN(CC)C(=O)C1=C(C)N(CCCN2CCCC2=O)C(=O)C(CC(=O)NCc2ccco2)C1 (configuration not stated),-7
CCN(CC)CCC(O)(c1ccc2c(c1)OCO2)c1cc(OC)c(OC)c(OC)c1 (configuration not stated),-2
CN(CC(=O)Nc1ccc(Cl)c(C(F)(F)F)c1)C(=O)c1ccccc1SCC(=O)N1CCCC1,21
O=C(O)C1=C[C@H](c2ccc3c(c2)OCO3)C[C@H](OCc2ccc(CO)cc2)O1,-4
Cc1cn([C@H]2C[C@H](O)[C@@H](CNCc3ccc(N4CCN(C)CC4)cc3F)O2)c(=O)[nH]c1=O,7
O=C1c2ccccc2C(O)(c2ccccc2)N1c1ccc([N+](=O)[O-])cc1Cl (configuration not stated),18
CCC1(c2ccc(F)cc2)NC(=O)N(CC(=O)Nc2cccc(S(=O)(=O)N3CCOCC3)c2)C1=O (configuration not stated),-6
CC(=O)OC1C=CCC2C(=O)c3cccc(O)c3C(O)C12 (configuration not stated),-2
CCN1C[C@@H]2[C@@H]3C(=O)N(Cc4ccccc4)C(=O)[C@@H]3[C@](Cc3ccccc3)(C1=O)N2C(=O)c1ccc(Cl)cc1,12
C#CCOCCOCCOCCNc1nc(N2CCN(C(=O)Cn3cc(CCCN=C(N)N)nn3)CC2)nc(N2CCN(C(=O)Cn3cc(CC(C)O)nn3)CC2)n1 (configuration not stated),-7
C=CC(=O)N1c2ccccc2Sc2ccc(NC(=O)OCC)cc21,4
O=C(CSc1nnc(CNC(=O)c2c(F)cccc2F)o1)c1ccc(Cl)cc1,-9
CCCCCCN1C[C@H](O)[C@@H](n2cc(COC(=O)c3ccccc3)nn2)C[C@@H]1c1ccc(C)cc1,-23
CC(C)Oc1ccc(C(=O)N2CCC(CCC(=O)NC3CC3)CC2)cc1,-5
CCOc1ccc(CN(C)C(=O)c2cccc(S(=O)(=O)Nc3ccccc3OC)c2)cc1OC,-7
CC(C)(C)c1csc(NC(=O)CCS(=O)(=O)c2ccc(F)cc2)n1,-8
O=C(CCc1nc2ccccc2c(=O)[nH]1)Nc1ccccc1N1CCCCC1,-3
# Next structures follow:
SMILES,KCNH2 3.1 block
Cc1ccc(CNC(=O)C2CCC(=O)N(Cc3cccc(C(F)(F)F)c3)C2)o1 (configuration not stated),17
O=C(Oc1ccc(-c2ccccc2)cc1)c1ccco1,3
C/C(=C\C(=O)c1ccc(Br)cc1)Nc1cccc(Cl)c1,-31
CC(=O)N1CCc2ccc(N)cc21,-3
Cc1cscc(C)c1=S,-7
CC12CCC(=O)N1C(C(=O)Nc1ccccc1N1CCCC1)CS2 (configuration not stated),15
O[C@H]1C[C@H](c2ccccc2)N(Cc2cccs2)C[C@@H]1n1cc(-c2ccc(F)cc2)nn1,-7
COc1cc(/C=N/NC(=O)c2cc(-c3ccccc3Cl)nc3ccccc23)cc(OC)c1O,-7
Nc1ccc(Oc2ccc(N)c([N+](=O)[O-])c2)cc1[N+](=O)[O-],1
C[C@H]1CN([C@@H](C)CO)C(=O)c2cc(Br)cnc2O[C@H]1CN(C)S(=O)(=O)c1cccs1,-4
O=C(O)c1ccccc1C=NNc1ccccn1,4
CN(C)C(=O)c1ccc(N=Nc2c(O)c3ccccc3[nH]c2=O)cc1,0
COc1ccc(NC(=O)c2cnc3ccccn3c2=O)c(OC)c1,-4
CCC1(CC)C(C#N)C(=O)NC(=O)C1C#N (configuration not stated),6
